HGIII-sPLA2 inh = Inhibits HGIII-sPLA2 liposome hydrolysis, primary screen; Q9NZ20; QFRET BODIPY PC-A2 liposome hydrolysis, fluorescence; inhibition, % at 12.2 µM; actives 0.56% (n = 370,000); AID 743126;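 active = inhibition above mean plus 3 SD of compounds lying within the high and low control bounds, cut at about 19% in these data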;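 note: 0% = median of test compound wells and 100% = no enzyme DMSO wells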
ssDAF-12 act = S. stercoralis DAF-12 activation, primary screen; HEK293 ssDAF-12/GRIP1 lit1-tk-luc reporter, luminescence; % of 3 µM dafachronic acid response; activation, % at 6.8 µM; actives 1% (n = 370,000);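 active = activation above the mean over all tested compounds plus 3 SD, cut at about 0.9% in these data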;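 note: 0% = DMSO-only wells and 100% = 3 µM delta7-dafachronic acid wells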
FXN GAA850 act = frataxin GAA850 promoter activation | HEK293 lucGAA850 FXN promoter luciferase reporter, 24 h; percent of 10 µM SAHA response | activation, % at 6 µM | actives 0.56% (n = 360,000);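 active = activation above the average of all compounds screened plus 3 SD, cutoff fixed separately per campaign, cut at about 7.5% in these data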;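 note: 0% = DMSO wells and 100% = 10 µM SAHA wells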
GC-A act = GC-A (human) enzyme activation | activation, % at 10 µM | HEK293 GC-A cells, cGMP TR-FRET, EC30 ANP; 0% at EC30 ANP, 100% saturating ANP | P16066 | actives 0.14% (n = 370,000); in the data active = activation above about 40%
SMARCA2 act = increases SMARCA2 function in MMTV reporter cells | MG213 cells, MMTV-luciferase reporter, dexamethasone, overnight | activation, % at 9.1 µM | actives 1% (n = 370,000) | AID 652017; in the data active = activation above about 7.8%;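 note: 0% = vehicle wells and 100% = reference activator wells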
hcDAF12 agonist = H. contortus DAF-12 activation, primary screen. HEK293 hcDAF-12 lit1-tk-luc reporter, luminescence; 0% DMSO, 100% Δ7-dafachronic acid. activation, % at 6.8 µM. actives 1.4% (n = 370,000). AID 652067;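 active = activation above the mean of all tested compounds plus 3 SD, cut at about 5.5% in these data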;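 note: 100% = response to 3 µM Δ7-dafachronic acid high control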
DAX1 inh-1 = blocks DAX1 repression of SF-1 activated StAR promoter; AID 652010; HEK293T StAR-luciferase reporter, SF-1/DAX-1 repression relief; inhibition, % at 6.8 µM; actives 1.1% (n = 370,000);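 active = inhibition above the mean over all tested compounds plus 3 SD, cut at about 3.6% in these data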;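 note: 0% = DAX-1 cells with DMSO and 100% = cells lacking DAX-1 with DMSO; higher inhibition means more luminescence from relief of DAX-1 repression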
hgDAF12 agonist = hgDAF-12 agonism, primary luciferase screen; HEK293 GAL4-hgDAF12 UAS-luciferase reporter, agonist luminescence; normalized to butyrate control; activation, % at 6.8 µM; AID 687014; actives 1.8% (n = 370,000);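 active = activation above a cutoff set at the mean of all screened compounds plus 3 SD, cut at about 10% in these data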;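 note: 0% = DMSO wells and 100% = sodium butyrate wells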
proKLK7 act = proKLK7 (human) activation, primary screen | P49862 | purified proKLK7, EDANS-DABCYL substrate fluorescence; 100% is mature enzyme control, 0% vehicle | activation, % at 7 µM | actives 0.9% (n = 370,000) | AID 652039;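 active = activation above the mean of all tested compounds plus 3 SD, computed per campaign excluding outliers beyond control limits, cut at about 13% in these data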
DAX1 inh-2 = inhibits human nuclear receptor DAX1; inhibition, % at 6.75 µM; HEK293 Gal4-DAX1 luciferase reporter, luminescence; P51843; actives 0.99% (n = 340,000); AID 504766;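 active = inhibition above the mean over all tested compounds plus 3 SD, cut at about 4.2% in these data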;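 note: 0% = DAX1-transfected cells with DMSO and 100% = empty-vector control cells with DMSO; inhibition shows as a rise in luminescence from relieved DAX1 repression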
NPR2 activator = GC-B (human) receptor activation | activation, % at 10 µM | actives 0.11% (n = 370,000) | HEK293-GC-B cells, CNP EC30, cGMP TR-FRET; 0% at EC30 CNP, 100% saturating CNP | P20594;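 active = activation at 10 µM reaching about 35% in either raw or pattern-adjusted values, limit read from the data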
Target sequence (P20594 whole entry, looked up): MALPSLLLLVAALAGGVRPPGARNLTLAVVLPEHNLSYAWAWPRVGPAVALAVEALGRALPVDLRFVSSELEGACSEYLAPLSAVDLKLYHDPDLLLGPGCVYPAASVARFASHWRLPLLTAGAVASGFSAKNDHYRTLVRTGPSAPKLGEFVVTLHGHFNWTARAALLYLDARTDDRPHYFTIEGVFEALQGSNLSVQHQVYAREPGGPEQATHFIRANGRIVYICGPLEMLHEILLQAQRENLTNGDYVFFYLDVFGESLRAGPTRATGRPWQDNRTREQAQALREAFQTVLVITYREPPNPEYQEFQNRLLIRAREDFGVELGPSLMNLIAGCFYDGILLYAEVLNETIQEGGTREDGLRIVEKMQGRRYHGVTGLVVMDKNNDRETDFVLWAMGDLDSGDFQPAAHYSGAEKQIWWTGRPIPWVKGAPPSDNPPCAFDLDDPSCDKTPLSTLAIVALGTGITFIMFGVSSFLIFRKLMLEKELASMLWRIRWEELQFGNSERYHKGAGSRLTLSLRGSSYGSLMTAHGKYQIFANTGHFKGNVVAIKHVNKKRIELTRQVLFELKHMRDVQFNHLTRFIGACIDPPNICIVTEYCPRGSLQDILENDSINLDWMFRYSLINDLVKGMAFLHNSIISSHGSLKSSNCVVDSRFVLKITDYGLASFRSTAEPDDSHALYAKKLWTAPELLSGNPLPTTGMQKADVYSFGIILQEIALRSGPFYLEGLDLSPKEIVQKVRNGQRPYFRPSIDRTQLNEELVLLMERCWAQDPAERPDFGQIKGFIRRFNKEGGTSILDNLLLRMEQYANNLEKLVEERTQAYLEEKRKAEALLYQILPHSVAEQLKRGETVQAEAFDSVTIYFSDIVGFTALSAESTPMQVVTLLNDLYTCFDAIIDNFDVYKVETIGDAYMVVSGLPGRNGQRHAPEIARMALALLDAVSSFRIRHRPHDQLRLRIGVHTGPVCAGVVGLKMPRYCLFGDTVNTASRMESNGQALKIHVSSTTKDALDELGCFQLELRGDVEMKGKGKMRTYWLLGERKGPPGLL
* = called active by the depositor; . = not tested or not shown.

SMILES	HGIII-sPLA2 inh	ssDAF-12 act	FXN GAA850 act	GC-A act	SMARCA2 act	hcDAF12 agonist	DAX1 inh-1	hgDAF12 agonist	proKLK7 act	DAX1 inh-2	NPR2 activator
O=C(O)C1CCN(C(=O)CCc2ccccc2)CC1	18	-0.6	-1.7	4	-4	1.3	0.2	-1.9	-0.1	0.2	2
O=C(c1ccc(S(=O)(=O)N2CCOCC2)cc1)N1CCN=C1SCc1cccnc1	-1	-0.3	-1.6	0	2	-2.0	-0.7	-1.6	0.1	-0.2	1
COP1(=O)CCOCC[C@H](CC(C)C)NC(=O)[C@H](CC(C)C)N1 (stereo partly specified)	11	-1.9	.	0	.	-0.5	.	0.1	.	.	-7
COc1ccccc1CNC(=O)CCS(=O)(=O)c1cccs1	-6	0.0	0.7	0	-1	-0.9	0.5	2.0	0.6	1.3	0
O=C(OCC(=O)c1c[nH]c2ccccc12)c1cccc(S(=O)(=O)N2CCCCCC2)c1	-38	1.1*	-0.2	-1	4	1.4	0.4	0.6	-0.5	-1.1	0
Cc1cc(C)c2c(=O)n(CC(=O)Nc3ccc(Br)c(C)c3)sc2n1	0	-0.5	1.9	16	-1	-0.3	-1.0	-3.3	-0.3	-0.2	8
CCOC(=O)c1ccc(NC(=O)c2ncn3c2C(=O)N[C@H](C)C3)cc1	7	-1.4	1.2	4	-4	-2.4	0.9	2.5	0.1	0.1	-2
O=C(NC(=S)Nc1ccc(NC(=O)c2cccs2)cc1)c1ccc([N+](=O)[O-])cc1	10	-1.6	-4.1	-7	-5	0.4	-0.6	-1.2	0.3	0.2	-4
Cc1noc(C)c1-c1ccc2ncnc(NCC3CCCCN3C)c2c1 (stereo unspecified)	6	-0.8	3.0	5	0	-0.4	1.2	-1.3	0.0	3.5	6
COc1ccc(OC)c(/C=C2\N=C(c3ccccc3)OC2=O)c1	-4	-1.1	-0.6	-17	-2	1.6	0.4	3.9	-1.1	-0.6	-12
Cc1c(O)c(CN2CCCC2)cc2c1oc(=O)c1ccccc12	-4	-0.6	-0.4	2	2	-1.5	-0.1	-1.9	0.2	0.8	-1
Cc1cc(C)cc(NC(=O)C(=S)NCc2ccccc2)c1	-4	-1.1	-0.8	1	-2	0.3	-0.7	0.0	0.1	-0.2	-4

One compound at a time, as listed above. Order of screens: HGIII-sPLA2 inh | ssDAF-12 act | FXN GAA850 act | GC-A act | SMARCA2 act | hcDAF12 agonist | DAX1 inh-1 | hgDAF12 agonist | proKLK7 act | DAX1 inh-2 | NPR2 activator
O=C(c1ccc(S(=O)(=O)N2CCOCC2)cc1)N1CCN=C1SCc1cccnc1 reads -1 | -0.3 | -1.6 | 0 | 2 | -2.0 | -0.7 | -1.6 | 0.1 | -0.2 | 1
COP1(=O)CCOCC[C@H](CC(C)C)NC(=O)[C@H](CC(C)C)N1 (stereo partly specified) reads 11 | -1.9 | . | 0 | . | -0.5 | . | 0.1 | . | . | -7
COc1ccc(OC)c(/C=C2\N=C(c3ccccc3)OC2=O)c1 reads -4 | -1.1 | -0.6 | -17 | -2 | 1.6 | 0.4 | 3.9 | -1.1 | -0.6 | -12

New compounds follow
SMILES	HGIII-sPLA2 inh	ssDAF-12 act	FXN GAA850 act	GC-A act	SMARCA2 act	hcDAF12 agonist	DAX1 inh-1	hgDAF12 agonist	proKLK7 act	DAX1 inh-2	NPR2 activator
Cc1ccc(C(=O)N2CCN(c3ccc(NC(=O)c4cccnc4)cc3)CC2)cc1	3	-1.4	0.5	2	-4	-3.2	-0.3	1.8	-0.5	0.2	2
CCOC(=O)CN1CCCc2nc(C)c(C)cc21	0	-0.9	.	3	-1	1.4	-0.2	1.4	29*	.	10
O=C(CN1CCSCC1)N/N=C/c1ccc(F)c(F)c1	5	-0.8	-0.3	0	-2	-1.1	0.0	0.4	-0.2	1.9	6
O=C(C[C@@H]1C/C=C/CC[C@@H](Cc2ccc(F)cc2)C(=O)O[C@@H](c2ccccc2)CNC1=O)NCCO	0	-1.3	-3.1	1	3	-2.1	-0.5	-1.3	0.3	-2.4	5
COc1ccc([N+](=O)[O-])cc1N(CC(O)CN1CCCC1)S(=O)(=O)c1ccc(C)cc1 (stereo unspecified)	-6	-1.1	1.8	-1	-1	0.6	1.0	-1.0	0.5	0.6	-3
O=C(/C=C\c1ccc2c(c1)OCO2)Nc1c2c(nn1-c1ccc(Cl)cc1)CSC2	8	-1.4	-1.1	-9	-4	-1.7	-1.0	0.1	-16	-0.8	-2
COc1cc2ccccc2cc1C(=O)Nc1ccc(CN2CCOCC2)cc1	-9	-1.4	6.4	5	4	1.3	0.7	6.2	-0.1	0.9	6
Cc1nc(SCC(=O)NC(=O)NCCC(C)C)c2c(-c3cccs3)csc2n1	7	2.1*	2.5	7	-3	-2.2	-0.1	-2.4	-0.5	0.1	0
COC(=O)[C@H]1C[C@@]2(O)CN(S(=O)(=O)c3ccc(C)cc3)C[C@@]2(OC(=O)NCc2ccccc2)C[C@H]1C(=O)OC	-5	-1.3	-1.4	4	-4	-0.1	-0.8	1.8	-0.3	0.0	2
O=C(NCCc1ccccc1)c1cccc2c1C(=O)c1ccc(N3CCOCC3)cc1S2(=O)=O	-4	-1.4	-0.2	1	-1	-0.1	0.2	2.2	0.1	0.9	1
Cn1cc(CCC(=O)NC2CC2)c2ccccc21	7	-1.0	1.3	3	-2	-0.4	0.7	-1.0	-0.5	0.8	6
O=C(c1ccncc1)N(c1ccc2oc3c(c2c1)CCCC3)S(=O)(=O)c1cccc([N+](=O)[O-])c1	-19	-0.9	2.8	3	0	-2.0	-0.1	-1.7	-0.2	0.7	-1
CCOc1cccc2c1OC1(CCCCC1)N1N=C(c3cccnc3)CC21 (stereo unspecified)	-9	-0.3	1.3	0	8.0*	0.0	0.2	5.6	4.2	0.8	6
O=C(O)CCCN1C(=O)C2C3CCC(O3)C2C1=O (stereo unspecified)	-2	-0.5	-1.7	0	-1	-0.5	1.4	2.1	0.1	0.5	3
CCOC(=O)C1(C)NC(c2ccc(OC)c(OC)c2)C2C(=O)N(c3cccc(C(C)=O)c3)C(=O)C21 (stereo unspecified)	12	-1.3	3.7	-1	-8	0.5	-2.2	0.7	0.2	3.3	10
CCOC(=O)[C@]12CCCC=C1N(Cc1cccc3ccccc13)C(=O)[C@H](CC(=O)NCCCOC)C2	-13	-0.8	.	-4	-2	-1.4	0.4	-2.5	0.7	.	8
O=[N+]([O-])c1ccc(NN=C2CCCCC2)c([N+](=O)[O-])c1	-2	-0.7	0.6	0	-2	-0.7	-1.5	-1.7	-0.1	-1.4	-2
O=C(OCc1ccccc1)N1CCC2CC1c1cc(N3CCOCC3)ccc12 (stereo unspecified)	4	0.1	0.7	4	2	-0.5	-1.3	0.7	-0.9	-1.3	0
Cc1ccc(OCC(O)CNC(=O)c2ccccc2C(=O)O)cc1 (stereo unspecified)	1	-0.7	-2.9	0	-4	1.8	0.0	0.5	0.2	-1.7	6
COC(=O)COc1ccc(S(=O)(=O)N2CCN(c3ccccc3F)CC2)cc1C	-10	-2.3	0.1	0	-3	-0.8	0.3	0.0	0.4	-0.1	-1
O=C(NCc1ccco1)c1cc(-c2ccccc2)nc2ccccc12	-11	-1.2	-0.5	2	2	-1.3	-1.7	-0.1	0.0	-0.3	4
Cc1c(NC(=O)OCCNC(=O)COc2ccc(Cl)cc2Cl)sc(=S)n1C	4	-0.7	1.0	-2	-1	0.5	0.0	-1.8	0.1	-1.7	2
COC(=O)c1ccc(CN2CCN(C3CCCC3)C(CCO)C2)cc1 (stereo unspecified)	8	-0.9	4.7	1	-4	-1.4	0.5	-1.1	0.2	0.1	-1
Cc1cccc(OCC(=O)Nc2ccc(N3CCN(C(=O)c4ccccc4)CC3)cc2)c1C	6	-1.2	-3.0	4	1	-1.5	-0.4	-0.7	-0.1	-1.2	3
N#Cc1c(NC(=O)/C=C/C(=O)O)sc2c1CCN(Cc1ccccc1)C2	13	-0.6	0.0	5	1	-0.2	0.0	1.4	-2.7	-1.1	-3
Cc1ccccc1NC(=O)c1cnn(-c2ccccc2)c1NC(=O)c1ccco1	-6	-1.5	4.2	10	5	-0.8	0.3	0.7	-0.1	0.3	-8
Cc1ccccc1CC(=O)NCCN1CCCCC1	2	-1.2	3.0	0	-1	0.3	-0.5	2.0	0.5	0.0	1
O=C(N/N=C/c1cc(Br)cc(Br)c1O)c1ccncc1	-28	-1.4	.	-9	-6	-2.1	-0.5	-12	-21	.	-16
Cc1ccc(Nc2ncnc3sccc23)c(C)c1	1	-1.1	2.1	8	0	-1.5	-0.2	1.3	0.4	0.8	3
COCCNC(=O)CN(CCc1ccccc1)S(=O)(=O)c1ccc(Br)cc1	-3	-1.1	-2.1	-4	0	-1.2	0.0	-1.2	-0.5	0.9	-8
CCN(CC)c1ccc(Nc2cc3n(c(=O)n2)CCc2cc(OC)c(OC)cc2-3)cc1	15	-2.3	6.4	14	14*	-5.8	-0.3	-6.4	21*	-0.3	34
Cc1cc(C)nc(SCC(=O)Nc2ncc3c(n2)CCCC3=O)n1	9	-1.1	0.4	1	-4	-1.0	0.4	1.3	-0.4	0.8	-5
CCCCC1(CCCC)NC(=S)N(Nc2ccc(C)cc2)C1=O	3	-1.4	0.9	-1	-4	-1.3	-0.4	-3.9	0.8	-0.7	-2
COc1ccc2sc(-c3ccc(S(C)(=O)=O)cc3)c(C(=O)NCCc3c[nH]c4ccccc34)c2c1	-65	-0.8	-6.0	30	0	-0.3	0.1	-3.1	-3.6	-0.9	39*
FC(F)(F)c1ccc(Cl)c(NC(=S)NC2CC2)c1	7	-0.8	-0.1	2	0	2.2	0.2	1.8	0.2	-1.6	3
O=C(Cn1ncc(N2CCOCC2)c(Cl)c1=O)c1ccc(Cl)cc1	-3	-1.3	0.4	.	1	-0.5	-0.3	-0.3	-0.6	5.4*	.
O=C(NCc1cccnc1)c1cccn2c(=O)c3sccc3nc12	3	-0.6	2.6	15	-3	-1.2	-1.1	3.3	19*	-0.4	7
CC(=O)O[C@H]1CC[C@@]2(C)C(CCC3C2CC[C@]2(C)OC(=O)CCC32)C1 (stereo partly specified)	-2	-1.0	3.5	3	1	-0.6	1.1	-0.1	0.3	5.0*	0
CCCc1cc(CNC(=O)C2CCC(=O)N(Cc3ccccc3F)C2)on1 (stereo unspecified)	3	0.1	1.4	1	0	4.2	0.2	2.1	0.3	0.3	-6
C=CCOc1ccc(/C(CC)=N/O)c(OC)c1	2	-0.5	2.3	-2	1	-1.2	-0.4	2.8	0.2	1.7	6
CN[C@H]1C[C@H]2c3[nH]c4c(-c5cccc(C)c5)cccc4c3CCN2C(=O)[C@H]1[C@H](C)O	-10	-1.1	.	-19	-2	1.8	1.2	-1.3	1.4	.	-13
CC(=O)N1CCc2cc([N+](=O)[O-])ccc21	3	-1.0	-1.7	4	4	0.7	-2.4	-2.6	0.0	0.0	-3
Cc1ccc(Cc2c(-c3ccc(C#N)cc3)nc3c(C)cc(Br)cn23)cc1	-7	1.0*	.	7	-5	-0.4	0.1	3.8	-0.3	.	16
O=C(NC1CCCCC1)N1CCc2ccccc2C1	-2	-1.1	3.8	-2	7	1.6	2.2	13*	0.3	1.3	-2

Assay outcomes: PubChem, several laboratories
